All columns: NCI-60 one-dose screen, growth in % after 48 h at 10 µM unless noted; 100 = growth as untreated, 0 = no growth, -100 = all killed.
SR = SR leukemia cells. hit rate 8.7% among 73,000
CCRF-CEM = CCRF-CEM leukemia. hit rate 7% among 77,000
EKVX = EKVX NSCLC; hit rate 3% among 71,000
K-562 = K-562 leukemia. hit rate 7.4% among 78,000
RPMI-8226 = RPMI-8226 leukemia cells; hit rate 7.5% among 77,000; AID 1794781
HOP-62 = HOP-62 NSCLC. hit rate 3.9% among 80,000. AID 1794735
HOP-92 = HOP-92 NSCLC cells; hit rate 6.3% among 71,000; AID 1794738
MOLT-4 = MOLT-4 leukemia cells; hit rate 6.9% among 80,000
The depositor's hits bear a star; . = not tested or not shown; & = joins results of further samples; [ ] = remark or other dose. The calls were made as follows: active = growth percent below 10; inactive = the rest.

SMILES	SR	CCRF-CEM	EKVX	K-562	RPMI-8226	HOP-62	HOP-92	MOLT-4
CN1C2CCC1CC(OC(=O)c1ccc(O)cc1)C2 (stereo unspecified)	104	.	112	.	.	109	.	103
O=C(Nc1ccccc1)OCC(Cl)(Cl)Cl	83	91	.	92	109	105	.	95
CNC(=O)Oc1ccccc1OC(C)C	86	93&92	109&90	93&111	108	106&95	91&67	101
C/C(CC(C)(C)N1CC1)=N\NC(=O)NC1CCCCC1	108	.	105	101	94	97	.	107
COc1cc2c(cc1OC)[C@@]13CCN4CC5=CCO[C@H]6CC(=O)N2[C@H]1[C@H]6[C@H]5C[C@H]43	90	100	100	104	106	105	122	109
O=C(NC(Cl)=C(Cl)Cl)P(=O)(c1ccccc1)c1ccccc1	88	99	.	121	101	104	97	87
CCC(C)N1CCN(c2ccccc2OC)CC1 (stereo unspecified)	104	111	93	107	105	101	84	110
Oc1ccc2c3c1OC1[C@@H](O)CC[C@@]4(O)[C@@H](C2)N(CC2CCC2)CC[C@]314 (stereo partly specified)	99	97	100	95	103	107	87	98
Nc1ccc(Sc2ccc(N)cc2)cc1	95	97	102	104	97	103	87	97
Sc1ccc(Cl)cc1	.	101	98	84	119	104	106	83
O=P(O)(O)CO	97	.	.	115	100	103	.	103
NNC(=O)CC[C@H](N)C(=O)O	.	73[20 µM]	107[20 µM]	100[20 µM]	106[20 µM]	98[20 µM]	87[20 µM]	103[20 µM]
O=C(NCCF)NCCCl	.	87	.	97	100	95	.	97
Cc1ccc(S(=O)(=O)n2cc(C=C3C(=O)N(C)C(=O)N(C)C3=O)c3ccccc32)cc1	74	104	86	70	97	90	87	88
CCOP(=S)(Nc1cccc(C(F)(F)F)c1)OCC	97	96	.	96	99	96	94	103
CCOP(=O)(C/C=C/c1ccccc1)OCC	108	105	.	108	101	100	.	108
O=C(O)c1c(Cl)c(Cl)c(Cl)c(Cl)c1-c1c2cc(Br)c(=O)c(Br)c-2oc2c(Br)c(O)c(Br)cc12	104	115	100	96	108	101	107	96
CC1=C(CCCOC(=O)[C@H](N)CC(C)C)C2=C(C)C3(CC3)[C@@](C)(O)C(=O)C2=C1	95	80	35	101	90	-13*	-14*	80
C[C@]12CC[C@H]3[C@@H](CC=C4c5nc(-c6ccc(F)cc6)sc5CC[C@@]43C)[C@@H]1CC[C@@H]2O	85	97	99	80	82	109	118	93
O=C1C(Br)=C(Br)C(=O)C1(Br)Br	98	.	.	99	98	111	92	100
COc1cc(C2=NN(c3cc(Cl)cc(Cl)c3)C(c3sc(N(CCCl)CCCl)nc3Cl)C2)cc(OC)c1OC (stereo unspecified)	91	92	76	54	93	85	75	72
O=C(/C=C/c1ccccc1)NCCc1cnc[nH]1	.	.	.	110	109	103	.	102
CCCCCCCCCCCCCCCCCCOC(=O)CCN1CC1	99	104	100	116	102	104	87	105
CC(=O)O[C@H]1C(=O)[C@@]2(C)[C@H]([C@H](OC(=O)c3ccccc3)[C@]3(O)C[C@H](OC(=O)[C@H](OC(=O)OC[C@@H]4COC(C)(C)O4)[C@@H](NC(=O)c4ccccc4)c4ccccc4)C(C)=C1C3(C)C)[C@]1(OC(C)=O)CO[C@@H]1C[C@@H]2O	25	18	29	14	5.4*	19	65	15
CN1C(=O)C(C2CCCCC2)C(=O)N(C)C1=O	95	103	94	94	106	.	96	89
CCOc1cc2c(cc1OC)CN(C)CC2	103	100	111	106	99	99	.	95
C#Cc1nc2ccccc2[se]1	45	83	91	92	95	86	99	89
CCC1(Br)C(=O)NC(=O)NC1=O	123	111	96	102	107	107	107	124
COc1cc[c]([Hg][Cl])cc1	-10*	-21*	76	17	42	83	90	-7.0*
C[C@]12CC[C@H](S)CC1=CC[C@@H]1[C@@H]2CC[C@]2(C)C(=O)CC[C@@H]12	66	99	89	86	90	117	96	73
COC(=O)[C@@H](C)C[C@H](Cc1cn(C)c2ccccc12)NC(=O)c1csc([C@@H](C[C@H](C(C)C)N(C)C(=O)[C@@H](NC(=O)[C@H]2CCCCN2C)C(C)C)OC(C)=O)n1	13	11	46	6.6*	10	7.4*	26	13
CC1=C(CN(O)C(N)=O)C2=C(C)C3(CC3)[C@@](C)(O)C(=O)C2=C1	68	95	-24*	95	91	-9.0*	-21*	104
CC1=NNC(=O)C1(Br)Br	98	113	99	107	109	81	96	96
CN(C)c1ccc(C(Cc2ccccc2)NCCO)cc1 (stereo unspecified)	109	97	95	114	95	79	77	92
OCCNC(Cc1ccccc1)c1ccccc1O (stereo unspecified)	105	82	96	86	82	73	75	98
NC(=O)NNc1ccc([N+](=O)[O-])cc1[N+](=O)[O-]	98	.	.	107	100	102	111	96
CC(CO)NC1CCCCC1 (stereo unspecified)	104	123	102	104	112	102	78	99
Nc1nonc1-c1noc(-c2nonc2N)n1	123	108	84	126	106	119	87	111
CCCCNc1nc2c(s1)C1=CC[C@@H]3[C@H](CC[C@]4(C)C(=O)CC[C@@H]34)[C@@]1(C)CC2	114	101	104	92	96	97	105	100
COc1ccc2nc(-n3nc(C)c4c3NC(=O)CSC4c3ccc4c(c3)OCO4)sc2c1 (stereo unspecified)	83	90	.	75	72	77	59	78

Quoted at random: 2 entries already listed, in no set order.
SMILES	SR	CCRF-CEM	EKVX	K-562	RPMI-8226	HOP-62	HOP-92	MOLT-4
CCCCCCCCCCCCCCCCCCOC(=O)CCN1CC1	99	104	100	116	102	104	87	105
CC(CO)NC1CCCCC1 (stereo unspecified)	104	123	102	104	112	102	78	99

The list goes on:
SMILES	SR	CCRF-CEM	EKVX	K-562	RPMI-8226	HOP-62	HOP-92	MOLT-4
CCCCN(CCCC)CCc1ccccn1	108	86	103	112	88	113	.	102
CC12CCC3C(CCC4CC(O)CCC43C)C1CCC2=O (stereo unspecified)	86	107	73	103	100	96	74	83
N#CC(c1ccccc1)c1ccccc1	123	96	113	124	99	109	73	111
O=c1s[se]c2ccccc12	103	103	.	102	105	103	104	110
COc1cc2c(cc1OC)CC(C)NC2 (stereo unspecified)	97	104	104	104	101	95	93	94
COc1cc(CC(C)=O)ccc1O	105	104	116	103	96	103	97	101
CCCC1=NNC(=O)C1(Br)Br	99	99	.	88	101	94	89	91
Oc1ccccc1Br	111	98	111	102	102	111	61	103
C=CCCC1(C(C)C)C(=O)NC(=S)NC1=O	97	95	103	92	102	96	91	94
COP(N)(=S)Oc1cc(Cl)c(Cl)cc1Cl (stereo unspecified)	95	102	95	96	106	103	90	91
O=C1C(N2CC2)=C(N2CC2)C(=O)C(N2CC2)=C1N1CC1	2.9*	39	23	29	38	-17*	41	33
CCOc1ccc(C(O)CN(C)Cc2ccccc2)cc1Cl (stereo unspecified)	96	108	96	93	104	.	75	96
COc1ccc(CC2NCCc3cc(OC)c(OC)cc32)cc1OC (stereo unspecified)	100	97	.	111	94	107	93	101
OC[P+](CO)(CO)CO	128	95	102	105	102	98	78	116
CCC(c1ccc(OC)cc1)C(CN(CCCl)CCCl)c1ccc(OC)cc1 (stereo unspecified)	95	94	102	97	91	106	83	94
CCC(=O)NC1=C(N2CC2C)C(=O)C(NC(=O)CC)=C(N2CC2C)C1=O (stereo unspecified)	87	103	105	101	101	111	.	97
Cn1nnnc1N	106	101	103	107	106	116	.	105
Cc1ccc2oc(=O)c3c(c2c1)OC(N)=C(C#N)C3c1ccco1 (stereo unspecified)	107	96	95	.	100	.	102	107
C#CCN(C)C(C)Cc1ccccc1 (stereo unspecified)	.	69	109	.	86	89	153	97
COC(=O)[C@@H](NC(=O)c1cn(Cc2ccccc2)c2ccccc12)C(C)C	84	89	87	.	90	89	97	84
O=C(Nc1ccccc1)C(Cl)(Cl)Cl	101	100	.	113	108	.	89	111
COc1cc(/C=C\c2cc(OC)c(OC)c(OC)c2)cc(N/C=C\C(=O)c2cc(OC)c(OC)c(OC)c2)c1OC	-5.4*	8.9*	.	16	23	13	-9.3*	29
CCCCOC(=O)C(Cl)(Cl)Cl	107	105	102	122	99	111	.	113
O=C1NP(=O)(Cc2nc3ccccc3c(=O)[nH]2)Nc2ccccc21 (stereo unspecified)	116	106	92	114	108	90	75	110
CC(C)(C)C(=O)OCOP(=O)(OCOC(=O)C(C)(C)C)C1CCCN(O)C1=O (stereo unspecified)	14	9.9*	20	8.4*	-18*	18	7.2*	3.9*
CN1CC(Br)C(=O)NC1=O (stereo unspecified)	87	99	108	103	.	114	82	96
CN(C)C(=O)Oc1cc(OC(=O)N(C)C)cc(C(O)CNC(C)(C)C)c1 (stereo unspecified)	.	104	102	114	120	113	.	106
N#CC(C#N)=C(C#N)C#N	105	.	.	108	101	108	.	102
Nc1nc(N)c2n[nH]nc2n1	104	115	96	111	122	99	111	123
Cc1c([N+](=O)[O-])cc(S(=O)(=O)O)cc1[N+](=O)[O-]	107	99	96	102	101	109	95	110
CNC(=O)Oc1ccccc1C(Cl)(Cl)Cl	107	107	94	105	111	102	99	111
O=c1cccc2n1C[C@H]1CNCC2C1	.	68	46	91	59	52	33	54
COc1ccc(-c2ccc(OC)c(OC)c2OC)cc1	17	10	52	10	.	27	.	23
CCOC(=O)c1c(C)n(Cc2ccccc2)c2cc(CN(C)C)c(O)cc12	18	41	64	29	.	48	8.8*	53
CC(=O)C1COC(=O)C1 (stereo unspecified)	113	101	107	103	114	106	110	97
O=C([Se]C1C=CCCC1)c1ccc(C(=O)[Se]C2C=CCCC2)s1 (stereo unspecified)	-33*	-37*	-90*	6.2*	-43*	-51*	-40*	0.1*
CN(C)CCS(=O)(=O)C(c1ccccc1)c1ccccc1	90	96	97	89	94	103	102	86
C1=C(N2CCOCC2)CCCC1	101	101	89	98	88	90	91	102
CCCCN(N=O)C(=O)OCC	110	94	.	105	97	101	.	117
C=CCOP1(OCC=C)=NP(OCC=C)(OCC=C)=NP(OCC=C)(OCC=C)=N1	93	112	113	101	103	100	91	108
O=C(OCCN1CCCCC1)C(O)(c1ccccc1)c1ccccc1	92	89	101	100	94	90	95	89
O=C1Nc2ccccc2Oc2ccccc21	89	92	112	102	90	116	69	103
CC(c1cccc(Nc2ncnc3nc[nH]c23)c1)N(CCCl)CCCl (stereo unspecified)	27	47	100	.	95	80	55	50
C[C@@H]1[C@H](c2ccccc2)OCN1C	95	130	94	113	101	101	98	91
COC(=O)C1C(C(=O)O)C2(Cl)C(Cl)=C(Cl)C1(Cl)C2(Cl)Cl (stereo unspecified)	113	92	86	111	95	107	86	88
CC(C)=CC1C(C(=O)OCc2cccc(Oc3ccccc3)c2)C1(C)C (stereo unspecified)	.	102	82	93	92	110	57	83
CC(=O)Nc1ccc(S(=O)(=O)F)cc1Cl	91	86	.	98	103	113	116	98
CSP(=S)(SC)SC(C)C	109	108	103	100	115	93	102	103
CC(C)(O)C(Cl)(Cl)Cl	101	109	98	105	114	115	.	90

Structural class, those above containing an aryl methoxy group.
SMILES	SR	CCRF-CEM	EKVX	K-562	RPMI-8226	HOP-62	HOP-92	MOLT-4
COc1cc2c(cc1OC)[C@@]13CCN4CC5=CCO[C@H]6CC(=O)N2[C@H]1[C@H]6[C@H]5C[C@H]43	90	100	100	104	106	105	122	109
CCC(C)N1CCN(c2ccccc2OC)CC1 (stereo unspecified)	104	111	93	107	105	101	84	110
COc1cc(C2=NN(c3cc(Cl)cc(Cl)c3)C(c3sc(N(CCCl)CCCl)nc3Cl)C2)cc(OC)c1OC (stereo unspecified)	91	92	76	54	93	85	75	72
CCOc1cc2c(cc1OC)CN(C)CC2	103	100	111	106	99	99	.	95
COc1cc[c]([Hg][Cl])cc1	-10*	-21*	76	17	42	83	90	-7.0*
COc1ccc2nc(-n3nc(C)c4c3NC(=O)CSC4c3ccc4c(c3)OCO4)sc2c1 (stereo unspecified)	83	90	.	75	72	77	59	78
COc1cc2c(cc1OC)CC(C)NC2 (stereo unspecified)	97	104	104	104	101	95	93	94
COc1cc(CC(C)=O)ccc1O	105	104	116	103	96	103	97	101
COc1ccc(CC2NCCc3cc(OC)c(OC)cc32)cc1OC (stereo unspecified)	100	97	.	111	94	107	93	101
CCC(c1ccc(OC)cc1)C(CN(CCCl)CCCl)c1ccc(OC)cc1 (stereo unspecified)	95	94	102	97	91	106	83	94
COc1cc(/C=C\c2cc(OC)c(OC)c(OC)c2)cc(N/C=C\C(=O)c2cc(OC)c(OC)c(OC)c2)c1OC	-5.4*	8.9*	.	16	23	13	-9.3*	29
COc1ccc(-c2ccc(OC)c(OC)c2OC)cc1	17	10	52	10	.	27	.	23

Assay outcomes as filed in PubChem BioAssay.

This is a subset, so the mix of outcomes need not match the whole.
